# GalR3 antagonist: human GalR3 antagonism | HEK293 GalR3-CNG cAMP membrane potential fluorescence; galR3 body fused to GalR1 C-terminus | inhibition, % at 3 µM | hit rate 0.44% among 360,000 | AID 651719 | O60755;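 active = inhibition above the screen-wide average plus 3 SD, cut at about 13% in these data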;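 note: forskolin and galanin both at EC90 stimulate the cells; cAMP rise reported by CNG channel membrane potential dye signal; 0% = forskolin plus galanin with DMSO and 100% = forskolin alone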
# Target sequence (O60755 1-299 limits assumed): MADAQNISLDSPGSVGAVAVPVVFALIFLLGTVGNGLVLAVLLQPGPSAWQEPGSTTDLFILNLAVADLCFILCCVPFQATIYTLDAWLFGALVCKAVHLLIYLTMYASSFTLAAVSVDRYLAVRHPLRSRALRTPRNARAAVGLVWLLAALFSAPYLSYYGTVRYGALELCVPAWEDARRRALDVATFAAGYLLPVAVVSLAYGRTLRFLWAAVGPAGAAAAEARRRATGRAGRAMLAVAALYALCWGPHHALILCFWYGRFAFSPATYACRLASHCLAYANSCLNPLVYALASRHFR
# CHRM4 PAM: potentiates acetylcholine response at human M4 receptor; hit rate 0.4% among 360,000; P08173; activation, % at 3 µM; CHO-K1 hM4/Gqi5, Fluo-8 calcium fluorescence, ACh EC20; 0% = ACh EC20, 100% = maximal ACh;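 active = activation above its plate's cutoff, the mean activation of sample wells plus 3 SD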; note: some results filed as inactive read as strong as hits
# Target sequence (P08173 whole entry, looked up): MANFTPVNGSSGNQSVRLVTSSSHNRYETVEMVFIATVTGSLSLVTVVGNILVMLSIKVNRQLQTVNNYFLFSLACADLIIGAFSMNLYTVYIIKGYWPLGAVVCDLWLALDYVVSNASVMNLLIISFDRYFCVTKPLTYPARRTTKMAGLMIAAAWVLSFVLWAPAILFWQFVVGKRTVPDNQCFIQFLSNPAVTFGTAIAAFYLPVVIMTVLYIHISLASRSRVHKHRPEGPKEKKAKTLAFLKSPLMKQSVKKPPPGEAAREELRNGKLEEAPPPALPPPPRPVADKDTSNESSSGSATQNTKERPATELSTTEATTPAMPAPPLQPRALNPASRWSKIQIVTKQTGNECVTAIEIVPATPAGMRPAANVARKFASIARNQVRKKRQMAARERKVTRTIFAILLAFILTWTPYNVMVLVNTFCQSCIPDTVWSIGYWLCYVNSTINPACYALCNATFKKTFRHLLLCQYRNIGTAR
# * marks the source's active call; other numbers are inactive results. This is a subset, so the mix of outcomes need not match the whole.
item	canonical_smiles	CHRM4 PAM	GalR3 antagonist
1	CCc1nc2c(OCc3ccc(Cl)cc3Cl)cccn2c1N(C)C(C)=O	-1	-7
2	CC(C)CCNC(=O)C1(C)CCN1Cc1ccc2ccccc2c1 (stereo unspecified)	-8	-9
3	CC(C)(C)NC(=O)C1C(c2ccc(C(F)(F)F)cc2)=Nc2ccccc2N1C(=O)c1cccc2ccccc12 (stereo unspecified)	-5	-5
4	OC[C@H]1O[C@@H](c2nc(-c3nc(-c4ccc(F)cc4)no3)cs2)[C@H](O)[C@@H](O)[C@H]1O	3	-6
5	CCC(c1nnnn1Cc1ccccc1)N1CCN(C/C=C/c2ccccc2)CC1 (stereo unspecified)	-10	-8
6	CC1(C(=O)NCc2ccccc2)CN(S(C)(=O)=O)CC(=O)N1CCc1ccc(O)cc1 (stereo unspecified)	6	0
7	CCCS(=O)(=O)NC(=O)C1(C)CCN(C(=O)c2c(F)ccc(C)c2F)C1 (stereo unspecified)	6	-7
8	COc1ccc(N2CCN(C(=O)C(=O)c3ccc(F)cc3)CC2)cc1	-2	3
9	Cc1cc(C)c(C(O)c2ncc(-c3cccc4ccccc34)[nH]2)c(C)c1 (stereo unspecified)	3	-5
10	O=C(Nc1ccc2c(c1)OCO2)c1cc(C2CCCCN2S(=O)(=O)Cc2ccccc2)on1 (stereo unspecified)	-3	-1
11	CCOC(=O)[C@]12CCCC=C1N(Cc1ccc3c(c1)OCO3)C(=O)[C@H](CC(=O)N1CCN(C(=O)C3CC3)CC1)C2	-1	-7
12	CCOC(=O)N(C)c1c(CC)nc2c(OCc3ccc(F)c(F)c3)cccn12	-1	-8
13	Cc1ccc(F)c(S(=O)(=O)NC(=O)C2(C)CCN2C(=O)Cc2ccccc2Cl)c1 (stereo unspecified)	7	-3
14	CCCCCCCCN1C(=O)[C@H](CC(=O)NCc2ccccc2)C[C@@]2(C(=O)OC)CCCCC=C12	4	-6
15	OC[C@@H]1CN(C2CCCC2)C[C@H](n2cnc3c(NC4CC4)ncnc32)O1	2	-8
16	O=C(Nc1ccc2ccccc2c1)C(c1ccccc1F)n1c(=O)c(-c2cc3ccccc3[nH]2)nc2ccccc21 (stereo unspecified)	10	-3
17	CC1(C(=O)Nc2ccccc2)CCN1C(=O)Cc1ccc(-c2ccccc2)cc1 (stereo unspecified)	-5	-10
18	O=C(NC1CCCCC1)C(CCc1ccccc1)N1CCc2ccccc2C1 (stereo unspecified)	0	-8
19	CC(C)NC(=O)C1(C)CCCCN1Cc1ccc(OCc2ccccc2)cc1 (stereo unspecified)	3	-7
20	Cc1cc(F)ccc1-c1cc(C(=O)NC2CCCCC2)[nH]n1	5	-6
21	COc1ccccc1CNc1nc(NCc2ccccc2)nc2ccsc12	-15	-6
22	NC(c1csc(Nc2ccc(C(F)(F)F)cn2)n1)C1CCCCC1 (stereo unspecified)	-2	-6
23	COc1ccc([C@@H]2CC(=O)[C@@H]3CN(S(=O)(=O)c4ccc(C)cc4)[C@H](c4cccc(Cl)c4)C[C@@H]3N2S(=O)(=O)c2ccccc2)cc1	-2	-8
24	CN(C)c1ccc(-c2cccc3nccn23)cc1	-5	-8
25	CNc1cc(-c2cnn(CC(C)C)c2)ncn1	9	-6
26	CCCc1nc2cc(C)c(Br)c(C)n2c1Cc1ccc(OC)cc1C	-2	-1
27	CCOC(=O)C1=C[C@@H](CC)N(S(=O)(=O)c2ccccc2)[C@H]1c1ccccc1	3	-6
28	CCCCN1C(=O)C(CC(=O)NCC2CCCCC2)CC(C(=O)N2CCCCCC2)=C1C (stereo unspecified)	5	-4
29	C[C@@H]1CN([C@H](C)CO)C(=O)CCCn2cc(nn2)CO[C@H]1CN(C)C(=O)c1ccccc1	5	-5
30	CCCNC(=O)C1(C)CCCN(C(=O)c2ccc(OC(F)F)cc2)C1 (stereo unspecified)	-5	2

# Grouped by structure, the compounds so far with sulfur (nine)
item	canonical_smiles	CHRM4 PAM	GalR3 antagonist
4	OC[C@H]1O[C@@H](c2nc(-c3nc(-c4ccc(F)cc4)no3)cs2)[C@H](O)[C@@H](O)[C@H]1O	3	-6
6	CC1(C(=O)NCc2ccccc2)CN(S(C)(=O)=O)CC(=O)N1CCc1ccc(O)cc1 (stereo unspecified)	6	0
7	CCCS(=O)(=O)NC(=O)C1(C)CCN(C(=O)c2c(F)ccc(C)c2F)C1 (stereo unspecified)	6	-7
10	O=C(Nc1ccc2c(c1)OCO2)c1cc(C2CCCCN2S(=O)(=O)Cc2ccccc2)on1 (stereo unspecified)	-3	-1
13	Cc1ccc(F)c(S(=O)(=O)NC(=O)C2(C)CCN2C(=O)Cc2ccccc2Cl)c1 (stereo unspecified)	7	-3
21	COc1ccccc1CNc1nc(NCc2ccccc2)nc2ccsc12	-15	-6
22	NC(c1csc(Nc2ccc(C(F)(F)F)cn2)n1)C1CCCCC1 (stereo unspecified)	-2	-6
23	COc1ccc([C@@H]2CC(=O)[C@@H]3CN(S(=O)(=O)c4ccc(C)cc4)[C@H](c4cccc(Cl)c4)C[C@@H]3N2S(=O)(=O)c2ccccc2)cc1	-2	-8
27	CCOC(=O)C1=C[C@@H](CC)N(S(=O)(=O)c2ccccc2)[C@H]1c1ccccc1	3	-6

# Additional structures:
item	canonical_smiles	CHRM4 PAM	GalR3 antagonist
31	COC(=O)C[C@@H]1CC[C@H](NC(=O)c2ccc3c(c2)OCO3)[C@@H](CO)O1	10	4
32	CC(=O)NC1(C)CCC2CC1C(C)=NC2(C)C (stereo unspecified)	6	-6
33	CC(=O)c1ccc(N2CCN(S(=O)(=O)c3ccc4c(c3)CCC(=O)N4)CC2)cc1	0	-6
34	O=C(/C=C/[C@H]1O[C@@H](n2cnc3c(NC(=O)c4ccccc4)ncnc32)[C@H](O)[C@@H]1O)NCC(c1ccccc1)c1ccccc1	-3	-1
35	Cn1nc(C(C)(C)C)cc1C(=O)N1CCCCC1c1cc(C(=O)Nc2ccc3c(c2)OCO3)no1 (stereo unspecified)	-5	-5
36	COc1ccc(Cl)cc1C1=NOC2(CCC2)C(=O)N1Cc1ccc(NC(C)=O)cc1	-13	3
37	CCCNC(=O)C1(C)CCCN(C(=O)Cc2ccc(OC)c(OC)c2)C1 (stereo unspecified)	14	-7
38	COc1ccc(CN2CCC(C(=O)NC(c3ccc4c(c3)OCO4)c3ccccn3)CC2)cc1 (stereo unspecified)	-1	-1
39	Cc1ccccc1S(=O)(=O)N1C(c2ccc(Cl)c(Cl)c2)CC=C(C(=O)O)C1c1cccc(Br)c1 (stereo unspecified)	8	-3
40	CC(=O)Oc1ccc(Cn2c(C)c(C(=O)NCc3ccc(C#N)cc3)sc2=O)cc1	-9	-2
41	COc1ccc(CN(C)C(=O)[C@H]2O[C@@H](n3cnc4c(N)ncnc43)[C@H](O)[C@@H]2O)cc1OC	3	-7
42	Cc1ccc(S(=O)(=O)Nc2ccc3c(c2)C(=O)c2ccccc2-3)cc1	12	-7
43	O=c1[nH][nH]c2c1[C@H](CCc1cccc(Cl)c1)O[C@H](C1CC1)C2	8	-6
44	Clc1cccc(-c2nc3c4ccccc4ccn3c2CC2CCCCC2)c1	-1	-6
45	Cn1c(NCCc2ccncc2)nc2cc(-c3ccsc3)sc2c1=O	-7	-5
46	Cc1ccc(S(=O)(=O)N2C[C@H]3C(=O)C[C@@H](c4ccccc4)N(S(=O)(=O)c4ccccc4)[C@H]3C[C@H]2c2ccccc2)cc1	2	-7
47	CN1CCN([C@@H]2CS(=O)(=O)N[C@H]2COCc2ccccc2)CC1	2	-5
48	CNc1ccc(/C=C\CCCO)cn1	-3	-7
49	O=C(/C=C/[C@H]1O[C@@H](n2ccc(=O)[nH]c2=O)[C@H](O)[C@@H]1O)NCc1ccccc1	10	6
50	COC(=O)C[C@H]1C=C[C@H](NC(=O)Nc2ccccc2F)[C@@H](CO)O1	2	-1
51	CC1=CC(=O)C2=C(C)CCC3C(C)C(=O)OC3C12 (stereo unspecified)	6	-2
52	CC(=O)Nc1cc(-c2cccc(C(=O)NCCO)c2)cn2c(-c3ccc(F)cc3)cnc12	-5	-7
53	Oc1cccc(-c2sc3ccccc3c2-c2ccc(OCCN3CCCCC3)cc2)c1	0	-7
54	CC1=C(C(=O)N(C(C)C)C(C)C)CC(CC(=O)NCCCCc2ccccc2)C(=O)N1Cc1ccc(C(C)(C)C)cc1 (stereo unspecified)	-9	-2
55	COC(=O)c1ccc(Cn2c(C)c(C(=O)NCc3cccs3)sc2=O)o1	-4	-4
56	CC(C)c1cc(Cn2c3ccccc3c(=O)n2C(C)Cn2cc(C3CC3)nn2)on1 (stereo unspecified)	-5	-7
57	CC(=O)C1=CCC(c2ccc(C)cc2)N(S(=O)(=O)c2ccc(C)cc2)C1 (stereo unspecified)	1	-8
58	Cc1ccccc1-c1cnc(C(O)c2c(C)cccc2C)[nH]1 (stereo unspecified)	2	2
59	CC(C)NC(=O)c1cc(C2CCCCN2C(=O)c2ccc(C#N)cc2)on1 (stereo unspecified)	11	-6
60	CCCCNC(=O)c1nc(-c2cc3ccccc3[nH]2)oc1-c1ccccc1	5	-8

# 5 of the compounds above, with one line to a screen:
55. COC(=O)c1ccc(Cn2c(C)c(C(=O)NCc3cccs3)sc2=O)o1
56. CC(C)c1cc(Cn2c3ccccc3c(=O)n2C(C)Cn2cc(C3CC3)nn2)on1 (stereo unspecified)
57. CC(=O)C1=CCC(c2ccc(C)cc2)N(S(=O)(=O)c2ccc(C)cc2)C1 (stereo unspecified)
58. Cc1ccccc1-c1cnc(C(O)c2c(C)cccc2C)[nH]1 (stereo unspecified)
59. CC(C)NC(=O)c1cc(C2CCCCN2C(=O)c2ccc(C#N)cc2)on1 (stereo unspecified)
compound no.	55	56	57	58	59
CHRM4 PAM	-4	-5	1	2	11
GalR3 antagonist	-4	-7	-8	2	-6

# (next part)
item	canonical_smiles	CHRM4 PAM	GalR3 antagonist
61	CC(C)(C)n1nnnc1C(c1ccccc1)N1CCN(C(=O)C2CCCO2)CC1 (stereo unspecified)	7	-1
62	COCCNC(=O)C1(C)CCCN(C(=O)c2c(-c3ccccc3)noc2C)C1 (stereo unspecified)	-1	-3
63	OC(c1ccccc1)c1nc(-c2ccc(Cl)cc2)cs1 (stereo unspecified)	17	-3
64	COc1cccc(C(NC(C)=O)c2nc(-c3cnc4ccccc4c3)cs2)c1 (stereo unspecified)	-4	-8
65	CCOC(=O)[C@]12CCCC=C1N(Cc1ccccc1)C(=O)[C@H](CC(=O)NCCc1ccccc1OC)C2	-4	-7
66	OC(c1ccc2c(c1)OCO2)c1ncc(-c2ccccc2)[nH]1 (stereo unspecified)	0	-7
67	COC(=O)[C@H](Cc1ccccc1)NC(=O)/C=C/[C@H]1O[C@@H](n2cc(C)c(=O)[nH]c2=O)C[C@@H]1O	-1	-5
68	O=C(Nc1ccccc1Cl)c1cc(C2CCCCN2C(=O)CCCc2ccccc2)on1 (stereo unspecified)	0	-4
69	COc1ccc(-c2nc3ccc(Cl)cn3c2Cc2ccccc2)cc1OC	-5	-7
70	COc1ccc(NC(=O)c2cccc3c(-c4ccc(O)c(OC)c4)coc23)cc1	-5	-3
71	CC1(C(=O)Nc2ccc3nc[nH]c3c2)CCN1C(=O)c1ccccc1CCc1ccccc1 (stereo unspecified)	-2	-4
72	COc1ccc(NC(=O)c2cc(-c3cc(C)cc(F)c3)n[nH]2)cc1OC	-5	-6
73	CCCCNC(=O)C1C(c2ccc(C(F)(F)F)cc2)=Nc2ccccc2N1C(=O)c1cccc(C(F)(F)F)c1 (stereo unspecified)	3	-3
74	CC(=O)Nc1cc(-c2ccc(C(=O)N3CCOCC3)cc2)cn2c(-c3cccc(C(F)(F)F)c3)cnc12	5	-4
75	COc1cccc(-c2oc3c(c2C(=O)OCCN2CCCCC2)C(O)CCC3)c1 (stereo unspecified)	-1	-6
76	CC(=O)Nc1cc(-c2ccccc2F)cn2c(-c3cccc(C(F)(F)F)c3)cnc12	-4	-6
77	CN(C)Cc1ccccc1-c1cccc2nccn12	-4	-5
78	COc1ccc(C(C)C)cc1-c1cccc2nncn12	-3	1
79	Cc1cn([C@H]2C[C@H](O)[C@@H](/C=C/C(=O)N3CCN(Cc4ccc(F)cc4)CC3)O2)c(=O)[nH]c1=O	0	-6
80	CCOC(=O)c1ccc(-n2cnc(-c3ccc([N+](=O)[O-])cc3)c2)cc1	0	-7
